Assay outcomes from PubChem BioAssay.
TNAP inh hi DEA – human TNAP enzyme inhibitors, primary screen, biochemical, luminescent, high phosphate acceptor level, uHTS | purified TNAP, CDP-star luminescence, 1 M DEA | inhibition, % at 20 µM | 200,000 compounds, 0.03% hits | AID 1135, 2008;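 active = over 50% inhibition of tissue-nonspecific alkaline phosphatase at 20 µM in the single-dose screen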;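 note: plate controls were DMSO wells for no effect and EDTA-quenched wells as full inhibition for full effect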
Target sequence (P05186 whole entry, looked up): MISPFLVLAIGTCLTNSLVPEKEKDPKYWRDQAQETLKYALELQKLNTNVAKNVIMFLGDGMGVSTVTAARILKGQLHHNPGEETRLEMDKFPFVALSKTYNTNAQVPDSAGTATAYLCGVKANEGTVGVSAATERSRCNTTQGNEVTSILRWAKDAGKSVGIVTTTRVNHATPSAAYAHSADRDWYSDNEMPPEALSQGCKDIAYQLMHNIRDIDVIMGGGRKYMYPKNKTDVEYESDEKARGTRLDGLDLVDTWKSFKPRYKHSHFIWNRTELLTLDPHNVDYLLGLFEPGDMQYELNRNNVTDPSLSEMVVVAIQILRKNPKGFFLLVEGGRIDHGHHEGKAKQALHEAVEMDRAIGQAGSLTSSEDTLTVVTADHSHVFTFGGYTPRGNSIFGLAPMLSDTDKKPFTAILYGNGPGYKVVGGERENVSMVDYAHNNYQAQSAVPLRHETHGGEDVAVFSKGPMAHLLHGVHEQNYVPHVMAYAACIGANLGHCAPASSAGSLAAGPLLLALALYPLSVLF
PMI act hi M6P – human PMI activators, high substrate, primary screen, biochemical, fluorescence intensity, near-saturating mannose 6-phosphate; coupled PMI enzyme assay, resazurin fluorescence, 20 min; hits give high values; 1 = untreated enzyme, 0 = substrate-free blank; AID 1216, 2008; 190,000 compounds, 0.34% hits; Mannose-6-phosphate isomerase (Homo sapiens), P34949; activation factor at 20 µM;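 active = activation factor of 2 or more at 20 µM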
Target sequence (P34949 whole entry, looked up): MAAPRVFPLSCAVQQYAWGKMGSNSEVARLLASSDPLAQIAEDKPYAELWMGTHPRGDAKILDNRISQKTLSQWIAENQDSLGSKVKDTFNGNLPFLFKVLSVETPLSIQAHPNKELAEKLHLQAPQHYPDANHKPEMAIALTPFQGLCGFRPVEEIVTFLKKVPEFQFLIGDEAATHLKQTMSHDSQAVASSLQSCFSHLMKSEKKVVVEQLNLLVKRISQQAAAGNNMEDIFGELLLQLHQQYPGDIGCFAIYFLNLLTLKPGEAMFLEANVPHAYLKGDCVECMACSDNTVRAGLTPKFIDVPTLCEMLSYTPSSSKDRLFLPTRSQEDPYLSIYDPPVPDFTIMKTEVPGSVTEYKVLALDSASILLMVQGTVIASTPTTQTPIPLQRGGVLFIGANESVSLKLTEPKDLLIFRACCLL
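Material: human phosphomannose isomerase with PGI, G6PDH, diaphorase coupling enzymes; amount: PMI at 15 ng/mL final; also added: Mannose-6-phosphate 1.0 mM (near-saturating) plus 0.22 mM NADP+; incubation: enzyme reaction with compound 20 min at room temperature; signal: resorufin fluorescence (Ex 544/Em 590 nm) from resazurin via diaphorase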
TNAP act hi DEA – TNAP activators at high phosphate acceptor level, primary screen, biochemical, luminescence, uHTS; Alkaline phosphatase, tissue-nonspecific isozyme (Homo sapiens), P05186; purified TNAP, CDP-star luminescence, 1 M DEA, 30 min; hits give high values; 0 = EDTA background, 1 = DMSO-only activity; activation factor at 20 µM; 200,000 tested, under 10 active; AID 1136, 2008;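 active = activation factor at least 2 at 20 µM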
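Measured by: Luminescent substrate turnover signal | Test system: Human TNAP | Input: TNAP 1/800 final | Dosing: 20 µM single point | Schedule: 30 min, room temperature | Controls: EDTA wells as negative control, DMSO wells as positive control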
L major viab – Leishmania major promastigote growth inhibition, primary screen. Leishmania major promastigotes, resazurin fluorescence viability. inhibition, % at 10 µM. 200,000 compounds, 9% hits; in the data active = inhibition above about 50%;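 note: promastigotes grown with compound for 44 hours at 28 °C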
PMI act – activators of human PMI, primary screen, biochemical, fluorescence intensity, near-Km mannose 6-phosphate; AID 1214, 2008; activation factor at 20 µM; Mannose-6-phosphate isomerase (Homo sapiens), P34949; 190,000 compounds, 0.005% hits; purified human PMI, coupled resazurin fluorescence, 20 min; hits give high values; 1 = vehicle control, 0 substrate-free wells;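 active = activation factor of 2 or more at 20 µM, relative to plate controls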
TNAP inh no acc – human TNAP enzyme inhibitors, primary screen, biochemical, luminescent, no phosphate acceptor, uHTS | Alkaline phosphatase, tissue-nonspecific isozyme (Homo sapiens), P05186 | purified TNAP, CDP-star luminescence, 30 min | inhibition, % at 20 µM | 200,000 compounds, 0.26% hits;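 active = tissue-nonspecific alkaline phosphatase inhibition above about 50% at 20 µM in the single-dose screen, limit read from the data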;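 note: 0% = DMSO negative control and 100% = EDTA positive control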
bIAP inh – bovine intestinal alkaline phosphatase inhibitors, primary screen, selectivity assay for TNAP inhibitor project, biochemical, bovine IAP, CDP-star luminescence. alkaline phosphatase, intestinal [Bos taurus]. 190,000 tested, under 10 active. inhibition, % at 20 µM. purified bovine IAP, 30 min;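 active = over 50% inhibition of intestinal alkaline phosphatase at 20 µM in the single-dose screen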
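Assay system: bovine IAP enzyme; medium: DEA buffer 100 mM, pH 9.8, with MgCl2 1.0 mM, ZnCl2 0.02 mM; doses: 20 µM single dose; incubation: enzyme reaction for 30 min at room temperature; detection: CDP-star luminescence signal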
Diaphorase act – compounds boosting diaphorase resazurin reduction – biochemical, uHTS, resorufin fluorescence, counter-screen for diaphorase-coupled primary assays, primary screen. Diaphorase/resazurin coupled assay, 16 min; hits give high values; 1 = vehicle wells, 0 = NADH-free wells. 190,000 compounds, 0.005% hits. activation factor at 20 µM;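 active = diaphorase activity raised at least twofold by the compound at 20 µM; inactive = activation factor below 2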
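Measured by – red resorufin fluorescence at 544/590 nm excitation/emission · Test system – Clostridium kluyveri diaphorase, purified enzyme · Incubation – reaction time 16 min, room temperature · Buffer or medium – 50 mM HEPES pH 7.4 with 4.542 mM MgCl2, 0.005% Tween 20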
Diaphorase inh – diaphorase inhibitors and chemical oxidizers, primary screen, counter-screen for diaphorase-coupled primary assays, biochemical, uHTS, resorufin fluorescence; diaphorase resazurin-to-resorufin fluorescence, NADH, 16 min; bacterial (C. kluyveri) enzyme, not human; inhibition, % at 20 µM; 190,000 compounds, 0.69% hits; AID 1217, 2008;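 active = primary screen inhibition at 20 µM above a set limit, cut at about 50% in these data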;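 note: plate controls were DMSO with full reaction for no effect and wells lacking NADH for full effect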
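Test system: Clostridium kluyveri diaphorase enzyme / Quantity: diaphorase at 0.14 U/mL in enzyme working solution / Incubation: 16-min room-temperature incubation before reading / Benchmarks: NADH-free wells as positive control, DMSO-only neutral wells / Signal: resorufin fluorescence 544/590 nm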
bIAP activator – bovine intestinal alkaline phosphatase activators, primary screen, biochemical, bovine IAP, CDP-star luminescence; alkaline phosphatase, intestinal [Bos taurus]; purified bovine IAP, 30 min; hits give high values; fold of DMSO-control signal, blank-subtracted; activation factor at 20 µM; 200,000 compounds, 0.17% hits; AID 1016, 2008;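 active = activation factor of 2 or more at 20 µM, a signal rise over negative controls twice the positive control's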
* marks the source's active call; other numbers are inactive results.

1: O=C(/C=C\c1ccccc1)Nc1nccs1
2: Cc1c(Br)c(C(F)(F)F)nn1CC(=O)NCCN1CCOCC1
3: O=C(Cn1cc(C(=S)N2CCOCC2)c2ccccc21)N1CCOCC1
4: Cc1cc([N+](=O)[O-])nn1CCCC(=O)NC1CCCCC1
5: Cc1ccc(S(=O)(=O)NCC(=O)OCc2csc(-c3ccccc3)n2)cc1
6: Cn1c(CNc2cccc(C(F)(F)F)c2)n[nH]c1=S

assay / entry,1,2,3,4,5,6
TNAP inh hi DEA,-2,-3,-5,-3,-5,-5
PMI act hi M6P,1.1,1,1,1.1,1,1
TNAP act hi DEA,1,1,1.1,1,1.1,1.1
L major viab,2,0,-6,-5,41,-1
PMI act,1.1,0.9,0.9,1.1,1.1,0.9
TNAP inh no acc,-3,-7,-12,-13,18,4
bIAP inh,9,8,5,-2,-5,21
Diaphorase act,1,1,0.8,1,0.8,0.9
Diaphorase inh,-2,0,17,0,20,12
bIAP activator,0.9,0.9,1,1,1.1,0.8

7: COc1ccc(CCNC(=O)COc2ccc(N(C)S(=O)(=O)c3ccc(C)cc3)cc2)cc1
8: CC1=CCC2C(=O)N(CCc3c[nH]c4ccccc34)C(=O)C2C1 (centres undefined)
9: N#Cc1c(C(F)(F)F)cc(-c2ccco2)nc1SCc1ccccn1
10: Cc1c(C(=O)NCc2cccnc2)sc2nc(-c3ccc(F)cc3)cn12
11: COc1ccc(CN2C(=O)c3ccccc3C2=O)cc1C(=O)Nc1ccc(C)cc1C
12: CC(C)(C)c1nc(C(C)(C)C)c(Br)c(=O)[nH]1

assay / entry,7,8,9,10,11,12
TNAP inh hi DEA,-5,-5,-2,-2,-3,-3
PMI act hi M6P,1,0.9,1.1,0.9,1,0.9
TNAP act hi DEA,1,1,1,1,1,1
L major viab,6,98*,2,96*,-6,40
PMI act,1,1,0.9,0.9,0.9,1
TNAP inh no acc,-12,-12,-4,-10,-9,-7
bIAP inh,-1,17,5,-6,10,8
Diaphorase act,0.9,0.8,0.8,0.9,0.8,0.9
Diaphorase inh,8,23,25,6,18,10
bIAP activator,1,0.8,0.9,1.1,0.9,0.9

Some entries already given with just Diaphorase inh and TNAP inh hi DEA:
| nr | Compound | Diaphorase inh | TNAP inh hi DEA |
| --- | --- | --- | --- |
| 6 | Cn1c(CNc2cccc(C(F)(F)F)c2)n[nH]c1=S | 12 | -5 |
| 3 | O=C(Cn1cc(C(=S)N2CCOCC2)c2ccccc21)N1CCOCC1 | 17 | -5 |

(continued)
13: Cc1ccc(NC(=O)CSc2nnc(Cn3c(=O)sc4ccccc43)n2C)cc1
14: Cn1c(=O)cc(OCC(=O)NCCCN2CCN(Cc3ccccc3)CC2)c2ccccc21
15: CC1CC(NC(=O)C2(C)CC2(Cl)Cl)CC(C)(C)C1 (centres undefined)
16: CC(=O)c1ccc(NC(=O)CN(C)CC(=O)Nc2cccc(F)c2)cc1
17: Clc1ccc(-c2c[nH]c3ccccc23)nn1
18: COc1cc(-c2nnc(-c3ccccc3)o2)cc(OC)c1OC

assay / entry,13,14,15,16,17,18
TNAP inh hi DEA,3,-3,-5,-2,-1,2
PMI act hi M6P,1.1,0.9,1,1,1,0.9
TNAP act hi DEA,1,1,1,1,1,1
L major viab,-3,-6,55*,21,11,9
PMI act,1,0.9,1,1.1,1,0.9
TNAP inh no acc,-7,0,-11,-6,-12,-7
bIAP inh,5,-12,11,7,4,-2
Diaphorase act,0.9,1,0.9,0.9,0.4,0.9
Diaphorase inh,7,-2,10,6,63*,10
bIAP activator,1,1.1,0.9,0.9,1,1

19: COc1ccc2nc(NC(=O)C3=NN(c4ccccc4)C(=O)CC3)sc2c1
20: CC(=O)N1CC=CC1(C)C(=O)NCc1cc(F)cc(C(F)(F)F)c1 (centres undefined)
21: CN(C)c1ccc(C2(O)C(=O)c3ccccc3C2=O)cc1
22: Cc1oc(-c2cc(F)ccc2F)nc1CN1CCN(C)C(=O)[C@@H]1C
23: Oc1oc(-c2ccco2)nc1C=Nc1cccc(Cl)c1
24: CN(C)c1ccc(N/C=C/C(=O)c2ccc(F)cc2)cc1

assay / entry,19,20,21,22,23,24
TNAP inh hi DEA,0,-7,-5,-4,-3,4
PMI act hi M6P,1,1.1,1.1,1,0.9,0.9
TNAP act hi DEA,1,1.1,1,1,1,1
L major viab,-2,14,-2,2,-3,18
PMI act,1,1.2,1.1,1,1.1,0.9
TNAP inh no acc,10,-2,-11,-10,-2,-5
bIAP inh,36,-13,1,1,23,28
Diaphorase act,0.9,1.2,0.9,0.9,0.9,0.8
Diaphorase inh,10,-16,12,10,9,16
bIAP activator,0.6,1.1,1,1,0.8,0.7

25: CN1C(C)(C)CC(=NOC(=O)c2ccccc2)CC1(C)C
26: Cc1ccc(SCC(=O)Nc2cc(C)on2)cc1
27: Cc1ccc(C(=O)NCC(=O)OCC(=O)c2ccc3c(c2)OCCO3)cc1C
28: CNc1nc(C(=O)O)nc(N2CCOCC2)n1
29: CCc1ccccc1NC(=O)CSc1nc(-c2ccccc2)nn1C(=O)c1cccc([N+](=O)[O-])c1
30: COC(=O)Cn1ncc2c3ccccc3n(C)c2c1=O

assay / entry,25,26,27,28,29,30
TNAP inh hi DEA,-5,-8,1,2,-5,-5
PMI act hi M6P,1.1,1,1,1,1,1
TNAP act hi DEA,1,1.1,1,1,1.1,1
L major viab,0,-3,-1,-7,11,0
PMI act,1.1,1.1,1,1,0.9,1
TNAP inh no acc,-2,-17,-14,-3,15,-11
bIAP inh,7,7,7,4,29,7
Diaphorase act,0.9,0.9,0.9,0.8,0.8,0.9
Diaphorase inh,11,10,11,15,19,7
bIAP activator,0.9,0.9,0.9,1,0.7,0.9

31: O=C(COC(=O)c1cccc(S(=O)(=O)NCc2ccccc2)c1)c1ccccc1
32: Cc1c(N/C(=N/S(=O)(=O)c2ccccc2)c2ccc(Cl)cc2)c(=O)n(-c2ccccc2)n1C
33: CCOCCCNC(=O)c1[nH]c(C)c(C(C)=O)c1C
34: O=C(Nc1ccccc1C(=O)OCC(=O)N1CCc2ccccc2C1)c1ccco1
35: COC(=O)c1ccc(CSc2nc(-c3ccccc3)cs2)o1
36: Cn1c(/C(C#N)=C(\O)COc2ccc3ccccc3c2)nc2ccccc21
37: CCOC(=O)c1oc2ccc(S(=O)(=O)n3nc(-c4ccc(C)cc4)cc3N)cc2c1C
38: O=C(O)CCSc1nc2ccccc2n1CCOc1ccccc1
39: Cc1ccc(OCC(=O)Nc2ccc3c(c2)OCO3)cc1C

assay / entry,31,32,33,34,35,36,37,38,39
TNAP inh hi DEA,-3,2,-8,-8,0,-4,-6,-5,-2
PMI act hi M6P,1,1,1,1.1,0.9,0.9,0.9,1,0.9
TNAP act hi DEA,1,1,1.1,1.1,1,1,1.1,1.1,1
L major viab,-10,-4,-3,44,-12,-7,91*,-6,-7
PMI act,1,0.9,0.9,1.1,1,1,0.9,1,0.9
TNAP inh no acc,-5,4,-9,1,-5,-8,-11,-11,-8
bIAP inh,0,19,0,-2,18,-2,17,2,8
Diaphorase act,0.9,0.9,1,1,0.8,0.9,0.7,0.9,0.9
Diaphorase inh,7,5,2,-5,16,6,29,14,15
bIAP activator,1,0.8,1,1,0.8,1,0.8,1,0.9

Entries 28–37, reprinted for reference:
28: CNc1nc(C(=O)O)nc(N2CCOCC2)n1
29: CCc1ccccc1NC(=O)CSc1nc(-c2ccccc2)nn1C(=O)c1cccc([N+](=O)[O-])c1
30: COC(=O)Cn1ncc2c3ccccc3n(C)c2c1=O
31: O=C(COC(=O)c1cccc(S(=O)(=O)NCc2ccccc2)c1)c1ccccc1
32: Cc1c(N/C(=N/S(=O)(=O)c2ccccc2)c2ccc(Cl)cc2)c(=O)n(-c2ccccc2)n1C
33: CCOCCCNC(=O)c1[nH]c(C)c(C(C)=O)c1C
34: O=C(Nc1ccccc1C(=O)OCC(=O)N1CCc2ccccc2C1)c1ccco1
35: COC(=O)c1ccc(CSc2nc(-c3ccccc3)cs2)o1

assay / entry,28,29,30,31,32,33,34,35
TNAP inh hi DEA,2,-5,-5,-3,2,-8,-8,0
PMI act hi M6P,1,1,1,1,1,1,1.1,0.9
TNAP act hi DEA,1,1.1,1,1,1,1.1,1.1,1
L major viab,-7,11,0,-10,-4,-3,44,-12
PMI act,1,0.9,1,1,0.9,0.9,1.1,1
TNAP inh no acc,-3,15,-11,-5,4,-9,1,-5
bIAP inh,4,29,7,0,19,0,-2,18
Diaphorase act,0.8,0.8,0.9,0.9,0.9,1,1,0.8
Diaphorase inh,15,19,7,7,5,2,-5,16
bIAP activator,1,0.7,0.9,1,0.8,1,1,0.8

36: Cn1c(/C(C#N)=C(\O)COc2ccc3ccccc3c2)nc2ccccc21
37: CCOC(=O)c1oc2ccc(S(=O)(=O)n3nc(-c4ccc(C)cc4)cc3N)cc2c1C

assay / entry,36,37
TNAP inh hi DEA,-4,-6
PMI act hi M6P,0.9,0.9
TNAP act hi DEA,1,1.1
L major viab,-7,91*
PMI act,1,0.9
TNAP inh no acc,-8,-11
bIAP inh,-2,17
Diaphorase act,0.9,0.7
Diaphorase inh,6,29
bIAP activator,1,0.8
